Compound activity (PubChem)
PTHR1 agonist = activates the human parathyroid hormone receptor PTHR1; 410,000 compounds, 0.075% hits; HEK293 GP2 PTHR1 cells, GloSensor cAMP luminescence, 1 h; Q03431; Potency, µM (series often up to 115 µM), for the others: at the highest dose activation, usual class: activators; also: potency is read from the fitted curve at half-maximal effect; nearly all actives have a fitted effect of over 55% in size; some results filed as inactive show a strong effect at the top dose; inactives centre near -15; many of its hits are not listed in these tables
Target sequence (Q03431 whole entry, looked up): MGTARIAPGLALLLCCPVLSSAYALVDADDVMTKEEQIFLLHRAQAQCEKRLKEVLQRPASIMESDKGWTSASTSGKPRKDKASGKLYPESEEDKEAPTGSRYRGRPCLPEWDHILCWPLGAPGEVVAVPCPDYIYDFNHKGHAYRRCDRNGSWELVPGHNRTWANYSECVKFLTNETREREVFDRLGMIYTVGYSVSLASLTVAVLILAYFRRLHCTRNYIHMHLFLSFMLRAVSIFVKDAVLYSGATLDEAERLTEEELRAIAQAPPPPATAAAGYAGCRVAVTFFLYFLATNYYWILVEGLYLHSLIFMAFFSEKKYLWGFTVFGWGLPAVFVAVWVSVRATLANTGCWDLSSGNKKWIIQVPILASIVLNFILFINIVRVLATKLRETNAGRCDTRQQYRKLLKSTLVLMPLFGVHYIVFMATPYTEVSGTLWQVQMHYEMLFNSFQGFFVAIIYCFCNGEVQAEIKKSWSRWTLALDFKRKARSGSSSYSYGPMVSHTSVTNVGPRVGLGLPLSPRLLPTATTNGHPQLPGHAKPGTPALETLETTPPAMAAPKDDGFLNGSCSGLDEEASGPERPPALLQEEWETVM
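HEK-293-derived GP2 cells expressing PTHR1 and a GloSensor cAMP reporter, 3,000/well, plated overnight, given luciferin plus IBMX (each 0.5 mM as added) for 1 h at 37 °C, then compound for 1 h at 37 °C. Luminescence was read after 15 min at room temperature.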
CCT chaperon mod = cytosolic chaperonin activity modulation | activity change, % (test concentration not listed), hits read low | 360,000 compounds, 0.3% hits | purified chaperonin ATPase assay, HTRF ADP detection, 30 min | AID 651819; in the data active = activity change below about -30%; also: % is scaled to controls: 0 for no effect and ±100 for the full control effect
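Enzyme 40 or 20 nM (batch-dependent) in Tris pH 7.4/KCl/MgCl2/DTT; cpd 76 uM single point; ATP 10 uM; 30 min 37 °C; Transcreener ADP HTRF detection, 30 min RT; ratio 665/615.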
pAkt inh = inhibitors of Akt phosphorylation; Neuro2A IGF-stimulated pAkt S473 HTRF, 20 min; stronger effect = lower value; activity change, % for hits at 50 µM; 360,000 compounds, 0.32% hits; in the data active = activity change below about -80%; inconclusive = mostly about -51% to -80%; also: % is scaled to controls: 0 for no effect and ±100 for the full control effect
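Single-point screen (50 µM final compound) in Neuro2A cells stimulated 20 min with 6 nM IGF at 37 deg C. After lysis, Ser473-phosphorylated Akt read by HTRF (ex 330 nm, em 615/665 nm) as the 665/615 ratio.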
EPAC2 antag = blocks human EPAC2 exchange factor; EPAC2 GEF exchange of Rap1B-BODIPY-GDP, fluorescence; Potency, µM (series often up to 114 µM), without a hit: at the top dose activity, negative = inhibition, usual class: inhibitors; 360,000 compounds, 0.18% hits; also: potency is read from the fitted curve at half-maximal effect; % is scaled to controls: 0 for no effect and ±100 for the full control effect; nearly all actives have a fitted effect of over 45% in size; many of its hits are not listed in these tables
D3 antag = blocks the human D3 dopamine receptor | P35462 | D3R cells, DiscoveRx beta-arrestin luminescence, antagonist mode; stronger effect = lower value | max response, negative = inhibition, % | 360,000 compounds, 2.5% hits; in the data active = max response below about -50%; inconclusive = no clear call, values can overlap the other calls; also: % is scaled to controls: 0 for no effect and ±100 for the full control effect; mostly tested at two doses, the higher about 12 µM
Target sequence (P35462 whole entry, looked up): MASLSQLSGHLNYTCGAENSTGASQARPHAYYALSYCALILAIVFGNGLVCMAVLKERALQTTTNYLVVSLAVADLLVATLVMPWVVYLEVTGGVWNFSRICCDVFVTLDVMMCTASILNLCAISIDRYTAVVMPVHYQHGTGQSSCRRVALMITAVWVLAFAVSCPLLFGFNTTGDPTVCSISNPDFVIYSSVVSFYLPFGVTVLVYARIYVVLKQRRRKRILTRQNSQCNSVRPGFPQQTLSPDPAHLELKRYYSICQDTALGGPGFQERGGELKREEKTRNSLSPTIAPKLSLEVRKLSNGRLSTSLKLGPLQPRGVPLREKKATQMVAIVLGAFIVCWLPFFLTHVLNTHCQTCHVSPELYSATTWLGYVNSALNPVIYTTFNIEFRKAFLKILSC
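Cells expressing the human receptor were seeded at 1500 cells/well, incubated overnight at 37 degrees C in 5% CO2, then exposed to library compounds with dopamine controls for 90 minutes at 37 degrees C before luminescent detection.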
EPAC2 agonist = activates human EPAC2 exchange factor; AID 720711; Q8WZA2; Potency, µM (series often up to 154 µM), without a hit: top-dose activation, most hits filed as activators; EPAC2 activation, biochemical qHTS; response scale: 100% = 6.5 mM cAMP response; 360,000 compounds, 0.079% hits; also: potency is read from the fitted curve at half-maximal effect; nearly all actives have a fitted effect of over 50% in size
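Guanine nucleotide exchange by EPAC2 is measured as reduced fluorescence of BODIPY-GDP once it is released from 250 nM Rap1B. Plates are read kinetically for 30 min at room temperature; results are scaled to 6.5 mM cAMP.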
D3 ag = D3 dopamine receptor (human) agonism; P35462; D3R DiscoveRx beta-arrestin cells, luminescence, 90 min; max activation, %; 410,000 compounds, 0.58% hits; in the data active = max activation above about 30%; also: 0% is about no effect; mostly tested at two doses, the higher about 12 µM
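Cells at 1500/well, incubated overnight, then treated with pinned compounds (dopamine as control) for 90 min at 37 degrees C. DiscoveRx reagent added for 30 - 60 minutes at room temperature; luminescence read.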
Mm-Cpn inhibitor = inhibitors of Methanococcus maripaludis chaperonin (MmCpn); AID 504842; Potency, µM (titrated, usually from 76.9 µM), for inactives: at the top dose activity, negative = inhibition, hits mostly inhibitors; 330,000 compounds, 0.031% hits; purified Mm-Cpn ATPase, ADP Transcreener TR-FRET; also: potency is read from the fitted curve at half-maximal effect; % is scaled to controls: 0 for no effect and ±100 for the full control effect; nearly all actives have a fitted effect of over 80% in size
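Purified archaeal chaperonin (25 nM final) was preincubated with compound for 10 min at 37°C, then ATP (10 uM final) was added for 30 min at 37°C in Tris pH 7.4/KCl/MgCl2/DTT buffer. ADP was quantified by HTRF Transcreener TR-FRET.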
* = called active by the depositor; i = inactive; ? = inconclusive; / = not tested or not shown; & = joins results of further samples; [ ] = another dose, or the depositor's remark. Unless noted, calls follow the shape of the dose curve; as a rule, active = well fitted curve in the direction sought with a large enough effect; inconclusive = small, poorly fitted or top-dose-only effect, or another doubt; inactive = no such curve, though single readings can be large; an effect the other way counts as inactive or inconclusive.

SMILES | PTHR1 agonist | CCT chaperon mod | pAkt inh | EPAC2 antag | D3 antag | EPAC2 agonist | D3 ag | Mm-Cpn inhibitor
O=C(CC1SC(N2CCCC2)=NC1=O)Nc1ccc(C(=O)NCCOc2ccccc2F)cc1 (configuration not stated) | -22% | -1.2 | i | -18% | ? | 4% | 22 | 2%
O=C(NNC(=O)C1CCN(S(=O)(=O)c2cccc(C(F)(F)F)c2)CC1)C1CC1 | i | -3.6 | i | -9% | 6 | 5% | 9 | 2%
Cc1cc(C)c(/C=N/n2c(C)cc(C)c(C#N)c2=O)c(C)c1 | i | 0.4 | i | 12% | 26 | -1% | -2 | -4%
COc1ccc(C(=O)C(c2ccccc2)N2CCOCC2)cc1 (configuration not stated) | -7%[57.5 µM] | -1.0 | / | 0% | -2 | 0%[15.6 µM] | 5 | 0%
O=C(COC(=O)CCC(=O)c1ccccc1)NCCc1ccccc1 | -34%[inhibitor] | 3.2 | i | 4% | 2 | -2% | 7 | 1%
O=C1c2ccccc2C(Nc2ccc3c(c2)OCO3)N1Cc1ccco1 (configuration not stated) | -39%[inhibitor] | -2.5 | i | -22% | 12 | 6% | 5 | -10%
O=C(N/N=C/c1ccccn1)c1ccc(S(=O)(=O)N2CCCCCC2)cc1 | i | -1.6 | i | 5% | -17 | -5% | 3 | 3%
O=c1oc(-c2ccccc2)nc2c1C1(CCCCC1)Cc1ccccc1-2 | i | -1.8 | i | -12% | -13 | 4% | -4 | 1%
CCC(CC)C(=O)Nc1c2c(nn1-c1ccc(C)cc1)CS(=O)(=O)C2 | i | 0.0 | i | 1% | 28 | 13% | 5 | 2%
CC(=O)c1cc(CN2CCN(Cc3ccc(C)cc3)C(CCO)C2)cs1 (configuration not stated) | -23% | 0.7 | i | 4% | -86* | 7% | -4 | 3%
C/C(=N\NC(=O)c1cccc2ccccc12)c1ccccn1 | -16% | -0.7 | i | 1% | -93* | 8% | -33 | 1%
c1ccc2oc(-c3ccc(Nc4nc(N5CCOCC5)nc(N5CCOCC5)n4)cc3)nc2c1 | i | 1.4 | i | -8% | -25 | 1% | 15 | /
CCCNC(=O)C1(C)CCN(C(=O)c2cc(F)ccc2C)C1 (configuration not stated) | -8% | -2.4 | i | 6% | -12 | 1% | -3 | /
COCCNC(=O)C1(C)CCCN(C(=O)COc2ccccc2)C1 (configuration not stated) | i | -2.2 | i | 15% | -6 | -4% | 6 | /
CCOC(=O)c1ccc(NC(=O)CNNC(=O)COc2ccccc2C)cc1 | i | 2.3 | i | -13% | -4 | 0% | -1 | -1%
NC(=O)c1ncn([C@@H]2O[C@H](CNCc3cc(Cl)ccc3OCc3ccc(Cl)cc3)[C@@H](O)[C@H]2O)n1 | i | -2.1 | i | 13% | -1 | 5% | -14 | /
Fc1cc(F)c2nc(N3CCCCC3)sc2c1 | -17%[57.5 µM] | -1.8 | i | -1% | 30 | 12% | -3 | 1%
O=C(c1ccc(-c2cc(O)c3ncccc3c2)cc1)N1CCNCC1 | -30% | / | / | 1% | / | 5% | / | 1%&4%
CC(=O)Nc1ccc(C2NC(=O)c3ccccc3O2)cc1 (configuration not stated) | -14% | -1.7 | i | 4% | -9 | 6% | 3 | 2%
COc1ccc(C)cc1-n1nnnc1SCC(=O)NC(=O)NCc1ccco1 | i | -0.8 | i | 6% | 17 | 6% | 15 | -2%
CCCCc1nnc2c(N(C)S(=O)(=O)c3ccccc3)nc3ccccc3n12 | i | 1.9 | i | 3% | 4 | -5% | -1 | 2%
COc1ccc(C(=O)N/N=C2\SCC(=O)N2Cc2ccc3c(c2)OCO3)c(OC)c1 | i | -1.8 | i | 1% | -2 | -3% | 0 | 0%
CC1CCCCN1C(=O)CSc1nc2cc3c(cc2c(=O)n1Cc1ccc2c(c1)OCO2)OCO3 (configuration not stated) | -4%[57.5 µM] | 0.7 | i | -4% | ? | 5% | -2 | -1%
O=C(COC(=O)c1cccc([N+](=O)[O-])c1)Nc1ccc(Cl)cn1 | i | -42* | i | -3% | 5 | 7% | 0 | 2%
CC(C)OC(=O)Nc1ccc2c(c1)N(C(=O)CCN1CCOCC1)c1ccccc1CC2 | i | 2.5 | i | 18% | 1 | -1% | -5 | -3%
COC(=O)C(C(=O)OC)C(C)C(C(=O)OC)C(=O)OC | -17%[57.5 µM] | -1.7 | i | 0% | 27 | 2% | -6 | 0%
CCOC(=O)N1CCN(C(=O)c2c[nH]c3ccc(S(=O)(=O)N(C)c4ccc(F)cc4)cc3c2=O)CC1 | i | 0.5 | i | -2% | 7 | 0% | 2 | -11%
CCOC(=O)C(C)Oc1ccc(NC(=O)C(Cl)(Cl)Cl)cc1 (configuration not stated) | -12% | -2.9 | i | 8% | 9 | 12% | 0 | -1%
CCCC(c1nnnn1Cc1cccs1)N1CCN(c2nc3ccccc3s2)CC1 (configuration not stated) | -29% | -2.5 | i | -1% | 13 | 3% | 3 | 1%
CS(=O)(=O)c1cccc(C(=O)Nc2cccc(-c3nc4ccccc4[nH]3)c2)c1 | -46%[inhibitor] | -5.6 | i | -12% | 0 | 8% | 4 | 2%
O=C(COC(=O)CCc1nc2ccccc2s1)Nc1ccc(S(=O)(=O)N2CCOCC2)cc1 | -9%[57.5 µM] | 0.9 | i | -6% | 6 | 12% | 0 | -2%
Cc1ccc2oc(=O)c3cnn(CC(=O)Nc4ccccc4N4CCN(C)CC4)c3c2c1 | i | -0.4 | i | 0% | 6 | 11% | 4 | 0%
CCCCNC(=S)N(CCCN(C)C)Cc1cc2cc3c(cc2[nH]c1=O)OCO3 | -7% | -1.8 | i | 7% | ? | 2% | -2 | 2%
O=C(Cn1cncn1)NCc1ccccc1Br | 29%[57.5 µM] | 0.4 | i | 16%[57.1 µM] | -23 | 1% | -4 | 3%
CCCCP(=O)(CCCC)CCP(=O)(c1ccccc1)c1ccccc1 | i | -2.6 | i | 5% | 0 | 0% | -2 | -1%
Cc1[nH]c2ccccc2c1/C=N/NC(=O)c1ccc(N)cc1 | i | -0.1 | i | 2% | -7 | 7% | 1 | -2%
CC(=O)Nc1ccc(NC(=O)C(C)Sc2nc3ccccc3c(=O)n2Cc2ccco2)cc1 (configuration not stated) | i | 0.5 | i | 4% | 0 | -3% | -5 | 2%
Cc1ccc(CNC(=O)c2ccc(N3CCC4(CC3)CC(c3cccc(Br)c3)=NO4)c(NC(=O)c3cccc(C)c3)c2)cc1 | -17% | -4.0 | i | 10% | 0 | -2% | 2 | -6%
CC(=O)N(CCC(c1ccco1)C(C)C)Cc1ccc(Cl)cc1 (configuration not stated) | -23% | 1.5 | i | ? | -10 | 8% | -8 | 1%
Cc1ccc(C(=O)NCC(=O)Nc2ccc3c(c2)CCC3)cc1 | -13% | 0.9 | i | -12% | -7 | 4% | -8 | 1%
COc1cc(O)c(C(CCN2CCOCC2)c2cc(OC)c(OC)c(OC)c2)c(OC)c1 (configuration not stated) | -25% | -0.1 | i | 3% | 1 | 2% | -11 | -2%
Cc1noc(C)c1S(=O)(=O)Nc1ccc(C(=O)NC2CCCCC2)cc1 | i | -2.1 | i | -6% | -2 | 1% | 0 | 0%
CN(C)c1ccc(-c2nc3cnccn3c2Nc2ccc3c(c2)OCCO3)cc1 | i | 1.5 | i | -4% | 27 | 15% | 5 | -7%
C=CCOc1ccc(CNn2cn[nH]c2=S)cc1 | -22%[57.5 µM] | -0.7 | i | -2% | 6 | 8% | -9 | 2%
CCOC(=O)C1=C(C)NC(=O)NC1c1c(O)ccc2ccccc12 (configuration not stated) | -36%[inhibitor] | -0.4 | i | -3% | -20 | 12% | 3 | -2%
CCOC(=O)c1ccc2ncc(C(=O)OCC)c(NCCN3CCOCC3)c2c1 | -2% | 1.8 | i | 1% | 20 | 0% | 2 | -2%
CCCC1CCc2c(sc(NC(=O)OCC)c2C#N)C1 (configuration not stated) | i | -0.2 | ? | 4% | 38 | -16% | 7 | 4%
Cc1c(C(=O)N/N=C/c2ccc(Cl)cc2)[nH]c2ccc(Cl)cc12 | -25% | -0.4 | i | 21% | -7 | -9% | 0 | 0%
Cc1ccc(C(=O)NCC(=O)OCC(=O)NCCNC(=O)COC(=O)CNC(=O)c2ccc(C)cc2)cc1 | i | 0.2 | i | 12% | 14 | 6% | 5 | -1%
O=C(NC1CCC(O)CC1)c1cc(-c2ccco2)nc2ccccc12 (configuration not stated) | -26% | -3.5 | i | -11% | 18 | -6% | 9 | -4%
O=C(Cc1coc2ccc3ccccc3c12)N1CCc2ccccc21 | 0% | 1.1 | / | 2% | 35 | 7% | -3 | -20%
C/C=C/c1ccc(OCCCNC)c(OC)c1 | i | -12 | -119%* | 0% | -19 | 7% | -4 | -1%
Cc1ccc(Nc2nc(N)nc(CSC(=S)N3CCN(c4ccccc4)CC3)n2)cc1 | i | -7.2 | i | -3% | -24 | 7% | 22 | 1%
CCOC(=O)N1CCN(C(=O)CSc2ccc(C(F)(F)F)cc2[N+](=O)[O-])CC1 | -32%[inhibitor] | 2.0 | i | 9% | -6 | -10% | -10 | 3%
Cc1cccc(N/C(=N/S(=O)(=O)c2ccccc2)c2ccccc2)n1 | -16% | 0.1 | i | 6% | 0 | 1% | 2 | -1%
O=C(/C=C1\OCc2cc(OCc3ccccc3)ccc21)OCc1ccccc1 | i | / | i | 3% | 27 | 0% | 1 | /
CCC(NC(=O)CCl)c1ccc(C)cc1 (configuration not stated) | -8% | 0.5 | i | ? | 9 | 3% | 1 | -1%
COc1cc(OC)cc(-n2nnnc2SCC(=O)N2CCCc3ccccc32)c1 | i | 1.1 | i | 7% | 19 | 11% | 10 | 2%
Cc1ccccc1Nc1nc(N)nc(CSc2n[nH]c(N)n2)n1 | -10% | -0.3 | i | 1% | 10 | 2% | 16 | 1%

Some of the compounds tested. The share of hits here may be higher or lower than overall.
